Assay outcomes (PubChem BioAssay)
Ecoli WT growth – blocks growth of wild type E. coli BW25113; 20,000 compounds, 0.05% hits; E. coli BW25113 growth inhibition, OD600; inhibition, % at 10 µM; in the data active = inhibition above about 40%;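 note: bacteria exposed to compound for 20 hours at 37 °C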
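Assay system: Bacterial strain in a whole-cell growth screen | Amount: Inoculum from a 1:1000 dilution of a 1.5 h subculture | Detection: Absorbance at 615 nm as a measure of bacterial growth | Timing: 20 h exposure, 37 °C | Buffer or medium: LB plus kanamycin 50 µg/mL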
* marks the source's active call; other numbers are inactive results. The list is partial, so the mix of outcomes need not match the whole.

cpd | SMILES | Ecoli WT growth
1 | COc1ccc(Br)cc1C(=O)Nc1nnn(C)n1 | 2
2 | CC1CCN(S(=O)(=O)c2ccc(NC(=O)CN3CCN(c4ccccc4)CC3)cc2)CC1 | -17
3 | C=CCNc1nc(NCCN2CCOCC2)nc(N2CCOCC2)n1 | 5
4 | c1csc(-c2nn3c(C4COc5ccccc5O4)nnc3s2)c1 (configuration not stated) | -19
5 | CC(=O)OCC(=O)[C@@]1(O)CC[C@H]2[C@@H]3CCC4=CC(=O)C=C[C@]4(C)[C@H]3[C@@H](O)C[C@@]21C | 11
6 | Cn1nnc2cc(NC(=O)N3CC4(C)CC3CC(C)(C)C4)ccc21 (configuration not stated) | -15
7 | O=C1N(CCCCN2C(=O)C3(OCCO3)c3ccccc32)c2ccccc2C12OCCO2 | -1
8 | CC(C)NS(=O)(=O)c1ccc(OCC(=O)NCc2ccc3c(c2)OCO3)c(Cl)c1 | -18

Gathered by group, the entries above with nitrogen in an aromatic ring
cpd | SMILES | Ecoli WT growth
1 | COc1ccc(Br)cc1C(=O)Nc1nnn(C)n1 | 2
3 | C=CCNc1nc(NCCN2CCOCC2)nc(N2CCOCC2)n1 | 5
4 | c1csc(-c2nn3c(C4COc5ccccc5O4)nnc3s2)c1 (configuration not stated) | -19
6 | Cn1nnc2cc(NC(=O)N3CC4(C)CC3CC(C)(C)C4)ccc21 (configuration not stated) | -15

(next part)
cpd | SMILES | Ecoli WT growth
9 | CCOc1ccccc1-n1c(CN2CCN(C(=O)c3ccco3)CC2)nc2ccccc2c1=O | 1
10 | O=C(CSc1nccn1Cc1ccccc1)Nc1nccs1 | -6
11 | Cc1nnc(NC(=O)C2CCCO2)s1 (configuration not stated) | 2
12 | Cc1ccc(N2C(=O)[C@@H]3[C@H](C2=O)C2c4ccccc4C=CN2[C@@H]3C(=O)c2ccco2)cc1 (some centres not stated) | -15
13 | CCOC(=O)CC(=O)CSc1ncc(C(=O)OCC)c(N)n1 | -19
14 | Cn1ccnc1C(O)c1ccco1 (configuration not stated) | -2
15 | CS(=O)(=O)NCc1ccc(C(=O)NCc2ccccc2)cc1 | -1
16 | CCCOc1ccccc1NC(=O)c1c(-c2ccccc2)noc1C | 3
17 | CC(=O)c1c(C)cc(C)c(CSc2nnc(-c3ccco3)o2)c1C | -16
18 | C=CCc1c(C)nc(SC(C)C)[nH]c1=O | -17
19 | C=CCSc1nnc2n(-c3ccccc3OC)c(=O)c3c4c(sc3n12)CCC4 | 6
20 | O=S(=O)(c1ccc(F)cc1)c1nc(-c2ccc(F)cc2)oc1NCCN1CCOCC1 | 1
21 | c1ccc(-n2c(SCc3nc(-c4cccs4)no3)nnc2-c2ccco2)cc1 | -12
22 | Cc1cc(C(=O)Nn2cnnc2)cs1 | -17
23 | CCOC(=O)c1ccc(NC(=O)c2nn(CC)cc2Br)cc1 | -19
24 | CC1(C)CC(=O)c2cnc(NC(=O)CCc3ccccc3)nc2C1 | 5
25 | CC(=O)Oc1cccc(/C=c2\sc3nc(-c4ccco4)nn3c2=O)c1 | -4
26 | COC(=O)c1cc(C(=O)OC)cc(N2C(=O)CC(Sc3nc(C)cc(C)n3)C2=O)c1 (configuration not stated) | -11
27 | COc1cc(-n2nnnc2SCC(=O)N2CCN(c3ccc(F)cc3)CC2)c(OC)cc1Cl | -22
28 | Cc1ccccc1C(=O)NC1CCN(CC(=O)Nc2nccs2)CC1 | 10
29 | Cc1c(Cl)cccc1NC(=O)CCCCCN1C(=O)CCC1=O | -14
30 | CCN1CCN(c2nc3c(c(=O)n(C)c(=O)n3C)n2Cc2cccc3ccccc23)CC1 | -1
31 | CCOC(=O)c1c(C)nc2cc(C)ccn12 | -17
32 | Cc1ccc2nc3sc(C(=O)N4CCOCC4)c(N)c3cc2c1 | -17
33 | CC(=O)N1CCN(Cc2ccc(Br)s2)CC1 | -2
34 | O=C1CC(N2CCN(c3ccc(C(=O)c4ccc(F)cc4)cc3)CC2)C(=O)N1 (configuration not stated) | -14
35 | CC(=O)NC(C)C12CC3CC(CC(C(=O)O)(C3)C1)C2 (configuration not stated) | -26
36 | COc1ccccc1N1CCN(c2nc3ccccc3nc2C(C#N)C(=O)OC(C)C)CC1 (configuration not stated) | 2
37 | Cc1ccc(NC(=O)c2ccc(NS(=O)(=O)c3c(C)noc3C)cc2)cc1C | -1
38 | O=C(CCCCC(=O)NCc1cccs1)NCc1cccs1 | -4
39 | COc1ccc(-n2c(Cc3cccn3C)nnc2SCC(N)=O)cc1 | 4
40 | CS(=O)(=O)c1ccc2nc(NC(=O)CN3CCN(Cc4ccccc4)CC3)sc2c1 | -21
41 | CCCSc1ccc2nc(NC(=O)OC)[nH]c2c1 | 6
42 | Cc1ccccc1Cn1nc(C)c(NC(=O)c2cc3n(n2)C(C(F)F)CC(C(F)F)N3)c1C (configuration not stated) | 6
43 | O=C(CCc1nc(-c2ccccc2F)no1)NCc1ccco1 | -20
44 | O=C(CCN1CCN(C(=O)c2ccco2)CC1)Nc1ccc(F)cc1 | 16
45 | CCOC(=O)c1cc2sc(C)cc2n1C(C)C(=O)OCC (configuration not stated) | 1
46 | C=CCSc1nnc(-c2ccncc2)n1-c1ccc(OCC)cc1 | -8
47 | O=C(CN1C(=O)c2cccc3cccc1c23)N1CCN(c2ccccc2)CC1 | 2
48 | Cc1ccc(S(=O)(=O)N(C)c2ccc(C(=O)N3CCC(C(N)=O)CC3)cc2)cc1 | -17
49 | N#CCCn1cnc2ccccc21 | -3
50 | CCCN1C(=O)C(O)(CC(=O)c2ccc3c(c2)OCCO3)c2ccccc21 (configuration not stated) | -12
51 | CC(C)N(Cc1nc(-c2ccc(Cl)cc2)no1)C(=O)C12CC3CC(CC(C3)C1)C2 | 5
52 | CC(C)N(C=O)C1(C(=O)NC2CCCCC2)CCCCC1 | 6
53 | ON=C1/C(=N\O)CC2(C/C1=N/O)OCCO2 | 8
54 | CC(NC(=O)C1CC=CCC1C(=O)O)C1CC2CCC1C2 (configuration not stated) | -9
55 | Cc1ccc(SCCN2C(=O)NC(C)(C)C2=O)cc1 | 4
56 | CC1CCN(S(=O)(=O)c2cccc(-c3nnc(-c4cccnc4)o3)c2)CC1 | -27

Gathered by group, the compounds so far with a COOH group
cpd | SMILES | Ecoli WT growth
35 | CC(=O)NC(C)C12CC3CC(CC(C(=O)O)(C3)C1)C2 (configuration not stated) | -26
54 | CC(NC(=O)C1CC=CCC1C(=O)O)C1CC2CCC1C2 (configuration not stated) | -9

(list continues)
cpd | SMILES | Ecoli WT growth
57 | O=C(O)C1CCCCC1C(=O)NCc1ccc(F)cc1 (configuration not stated) | -15
58 | CCOC(=O)Cc1nn2c(=O)cc(C)nc2s1 | 21
59 | COc1cccc(/C=N/n2cnnc2)c1OCc1ccccc1 | -1
60 | CNc1nnc(-c2cccc(N(C)C)c2)s1 | 0
61 | CC(C)N(Cc1nc(-c2ccccc2)no1)C(=O)CCCN1C(=O)c2ccccc2C1=O | -4
62 | Cc1c(NC(=O)C(C)Oc2ncnc3ccccc23)c(=O)n(-c2ccccc2)n1C (configuration not stated) | 10
63 | Cc1ccc2nc(SC(C)C(=O)N3CCCC3)[nH]c2c1 (configuration not stated) | 2
64 | C=CCn1c(COc2ccc(Cl)cc2)nnc1SCC(=O)N1CC(=O)Nc2ccccc21 | -2
65 | COc1ccc(Cl)cc1N1CC(C(=O)Nc2nccs2)CC1=O (configuration not stated) | -15
66 | CCOC(=O)C1CCN(C(c2cc3cc(C)cc(C)c3[nH]c2=O)c2nnnn2C2CCCCC2)CC1 (configuration not stated) | 0
67 | CCCc1nnc(SCc2ccc(OC)cc2)n1N | -24
68 | C/C=C(\CS(=O)(=O)c1ccccc1)S(=O)(=O)c1ccccc1 | -1
69 | CC(=O)OCCNC(=O)c1cc2ccccc2oc1=O | -21
70 | O=C(CSc1ccccc1)Nc1ccncc1 | -12
71 | O=C(O)CCc1ccc(-c2ccccc2)n1-c1cccc(O)c1 | -11
72 | Cc1nnc(SC(=O)N2c3ccccc3Sc3ccccc32)s1 | 4
73 | Cc1cc(C)c2c(=O)n(CC(=O)NCCCN3CCN(c4ccccc4F)CC3)sc2n1 | 1
74 | CCOc1cccc2cc(C(=O)N3CCc4ccccc43)c(=O)oc12 | 19
75 | COc1ccc(C(=O)CSc2nc3nc(C)cc(C)n3n2)cc1OC | -17
76 | COc1ccc(NC(=O)N2CCCC2)cc1OC | -9
77 | O=C(CN1C(=O)c2cccc3cccc1c23)NCc1ccc2c(c1)OCO2 | -14
78 | CN(C)c1ccc(NC(=O)c2cc3c(=O)n4ccccc4nc3n2C)cc1 | -1
79 | Cc1cc(C)c(S(=O)(=O)Nc2cccnc2)c(C)c1 | 5
80 | O=C(NCc1ccc2c(c1)OCO2)C1CCC(CNc2c(N3CCCCC3)c(=O)c2=O)CC1 (configuration not stated) | 6

Quoted at random: 2 records from the list, in no set order.
cpd | SMILES | Ecoli WT growth
26 | COC(=O)c1cc(C(=O)OC)cc(N2C(=O)CC(Sc3nc(C)cc(C)n3)C2=O)c1 (configuration not stated) | -11
27 | COc1cc(-n2nnnc2SCC(=O)N2CCN(c3ccc(F)cc3)CC2)c(OC)cc1Cl | -22

(next part)
cpd | SMILES | Ecoli WT growth
81 | O=C(CSc1nnnn1-c1ccccc1Cl)Nc1ccc2c(c1)OCCO2 | 10
82 | CC(=O)Nc1ccc(C(=O)n2nc(C)cc2C)cc1 | 2
83 | Cc1ccc2nsnc2c1S(=O)(=O)NCc1cccnc1 | -24
84 | CN(Cc1cnn(C)c1)C(=O)c1cc2ccccc2oc1=O | -2
85 | Cc1cccc(CCNC(=O)C2CCCN(S(=O)(=O)c3cnc[nH]3)C2)c1 (configuration not stated) | 13
86 | Cc1noc(C)c1C(=O)Nc1ccc2c(c1)CCC2 | 18
87 | O=C(NCc1ccco1)C1CC(=O)N(c2ccc(O)cc2)C1 (configuration not stated) | -19
88 | CCC(C)c1ccc(O)c(NC(=O)c2ncn[nH]2)c1 (configuration not stated) | 0
89 | CCOc1cc(S(=O)(=O)N2CCOCC2)ccc1F | -20
90 | Cc1cc(=O)c2n(Cc3ccccc3Cl)nc[n+]2[nH]1 | -3
91 | COc1ccc(C(=O)N2CCN(C(=O)c3ccco3)CC2)cc1OC | -2
92 | O=c1[nH]c(=S)c2c(n1-c1ccccc1)CCC2 | -18
93 | CCn1c(SCC(=O)N2c3ccccc3CCc3ccccc32)nc2c1c(=O)n(C)c(=O)n2C | 0
94 | CCOc1cccc(C(=O)Nc2cccc(-c3nc4ncccc4o3)c2C)c1 | 8
95 | CCOP(=O)(c1ccc(N(C)C)cc1)C(O)c1cc(OC)c(OC)c(OC)c1 (configuration not stated) | 2
96 | COc1cc2c(cc1OC)-c1nnc(C)n1C1(CCCC1)C2 | 20
97 | COc1ccc2c(c1)Sc1ccccc1N2CCN(C)C | -2
98 | COc1ccc(C)cc1NCc1cccc(OC)c1OC | -2
99 | CCCN(Cc1ccccc1)C(=O)Nc1ccc2c(c1)nnn2C | -21
100 | Cn1c(=O)c2c(nc(SCCCO)n2Cc2ccccc2Cl)n(C)c1=O | -1
101 | CCn1c(SCc2nc3ccccc3[nH]2)nnc1-c1ccncc1 | -16
102 | CCOC(=O)C1CCCN(C(=O)CS(=O)(=O)Cc2ccccc2)C1 (configuration not stated) | -19
103 | Cc1nc2sccn2c(=O)c1CCN1CCC(=C(c2ccccc2)c2ccc(F)cc2)CC1 | 8
104 | CCOc1ccc(S(=O)(=O)N(CC(N)=O)c2ccc(C)cc2)cc1 | -18
105 | CCOC(=O)CNC(=O)Cn1cnc2c(nnn2-c2cccc(Cl)c2)c1=O | -1
106 | N#Cc1c(NC(=O)c2ccncc2)sc2c1CCC2 | -14
107 | O=C(O)CN(c1ccc2c(c1)OCCO2)S(=O)(=O)c1ccccc1 | -16
108 | COc1ccc(-c2c(C(F)(F)F)oc3c(CN4CCN(C)CC4)c(O)ccc3c2=O)cc1 | 11
109 | CC(=O)c1c(C)[nH]c(C(=O)NC2=NCCS2)c1C | 8
110 | Cc1cccc(NC(=O)c2cc(NC(=O)C3CCCCC3C(=O)O)ccc2N2CCCCC2)c1 (configuration not stated) | -14
111 | CSC1=C(C#N)C(c2ccc(C)cc2)C2=C(CCCC2=O)N1 (configuration not stated) | -7
112 | O=C(OCc1cc2ccccc2[nH]c1=O)c1ccncc1 | -9
113 | COc1ccc(Oc2nc(C)cc(C)c2C#N)cc1 | 5
114 | CCC1(c2ccccc2)C(=O)NCNC1=O | 4
115 | CNC(=O)c1ccc(N(Cc2ccccc2)S(C)(=O)=O)cc1 | -15
116 | COc1ccc(CNc2nc(-c3cccnc3)nn2C(=O)c2ccco2)cc1 | 3
117 | COCCCNC(=O)CCc1nc(-c2ccccc2Cl)no1 | -2
118 | COc1ccccc1-n1c(C)nc(=O)c(-c2ccccc2)c1C | -11
119 | COc1ccc(NC(=O)N2CCN(c3nc(-c4cccc(OC)c4)cs3)CC2)cc1 | -1
120 | COc1ccccc1N1CCN(C(=O)C(C)N(c2ccc(C)cc2)S(C)(=O)=O)CC1 (configuration not stated) | -21
121 | C/C=C/Cn1c(SCCCc2ccccc2)nc2c1c(=O)[nH]c(=O)n2C | 10
122 | COc1ccc(CCn2c(=N)c(C(=O)NCc3ccco3)cc3c(=O)n4cccc(C)c4nc32)cc1 | -15
123 | Cc1cc(C(=O)NCc2cc(C)n(C)n2)sc1-c1ccccc1 | -15
124 | CC(=O)Nc1cccc(-c2nnc(-c3ccccc3)o2)c1 | 7
125 | Cc1cc(NC(=O)CSc2nc3ccccc3n2CC(=O)N2CCCCC2)no1 | -3
126 | COc1ccc(OC(C)C(=O)N2CC(C)OC(C)C2)cc1 (configuration not stated) | -2
127 | CCC(C)C(=O)Nc1nc2c(s1)C(=O)CC(C)(C)C2 (configuration not stated) | -1
128 | CCC(CC)C(=O)Nc1cccc(-c2nc3ccccc3o2)c1 | -20
129 | CCOc1ccc(NC(=O)CN(C)CC(=O)NC2CCCc3ccccc32)cc1OCC (configuration not stated) | 4
130 | CNC[C@H](O)c1cccc(O)c1 | 4
131 | COc1ccc(S(=O)(=O)N(CC(=O)NC2CC2)C2CCCCC2)cc1Cl | -14
132 | CCOC(=O)c1sc(NC(=O)CNC(=O)Cn2cnc3sc(C)c(C)c3c2=O)nc1C | 5
133 | CCS(=O)(=O)N1CCCC(c2nc(-c3cccc(OC)c3)no2)C1 (configuration not stated) | 0
